Bioassay records as filed in PubChem BioAssay.
HTR2A ag = agonists of mouse serotonin 5-HT2A receptor (HTR2A); P35363; CHO-K1 mHTR2A beta-arrestin complementation, luminescence; percent of 30 µM serotonin response; activation, % at 7.6 µM; hit rate 0.66% among 360,000; AID 624169;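 active = activation above a run cutoff, the mean activation of all tested compounds plus 3 SD, cut at about 14% in these data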;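 note: 0% = plate median of compound wells and 100% = 30 µM serotonin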
Target sequence (P35363 whole entry, looked up): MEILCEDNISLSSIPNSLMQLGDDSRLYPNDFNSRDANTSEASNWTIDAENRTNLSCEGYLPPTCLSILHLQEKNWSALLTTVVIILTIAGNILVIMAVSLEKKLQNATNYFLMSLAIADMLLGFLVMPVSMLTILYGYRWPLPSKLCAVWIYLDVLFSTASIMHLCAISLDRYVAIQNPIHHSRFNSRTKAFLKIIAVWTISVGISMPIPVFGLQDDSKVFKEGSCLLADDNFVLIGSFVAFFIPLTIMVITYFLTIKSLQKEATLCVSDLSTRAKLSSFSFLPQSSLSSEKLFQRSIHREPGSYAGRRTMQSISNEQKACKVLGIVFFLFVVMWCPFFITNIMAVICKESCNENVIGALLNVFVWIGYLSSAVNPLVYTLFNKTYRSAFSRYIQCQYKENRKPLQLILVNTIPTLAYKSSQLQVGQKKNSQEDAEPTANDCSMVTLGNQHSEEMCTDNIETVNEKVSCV
ABCB6 inh MLPCN = human ABCB6 transporter inhibition. hit rate 0.19% among 360,000. Q9NP58. fluorescence ratio to DMSO, % at 10 µM. K562-ABCB6 porphyrin accumulation, flow cytometry, 1 h; hits give low values;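 active = fluorescence ratio to DMSO below 75%, the collection mean minus 3 SD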;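 note: signal is porphyrin accumulated inside mitochondria; 100% equals median channel fluorescence of DMSO control wells; lower ratio means ABCB6 inhibition with less porphyrin fluorescence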
aDG glyco act = alpha-DG glycosylation activation | Pro5-aDG cells, alpha-DG glycosylation AlphaScreen (IIH6); 0% Pro5, 100% B10-LARGE cell signal | activation, % at 10 µM | hit rate 0.22% among 360,000 | AID 624168;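 active = activation of at least 8% versus controls, or a plate z-score of at least 8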;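 note: Pro5 are CHO cells carrying HIG-tagged alpha-DG that lacks glycosylation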
MC4R ag barr = human MC4R agonism via beta-arrestin. activation, % at 8.9 µM. U2OS MC4R beta-arrestin complementation, luminescence; percent of melanotan II response, DMSO zero. AID 540308. P32245. hit rate 0.98% among 360,000;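 active = activation above a per-plate cutoff, the mean activation of sample wells on that plate plus 3 SD, cut at about 8% in these data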
Target sequence (P32245 whole entry, looked up): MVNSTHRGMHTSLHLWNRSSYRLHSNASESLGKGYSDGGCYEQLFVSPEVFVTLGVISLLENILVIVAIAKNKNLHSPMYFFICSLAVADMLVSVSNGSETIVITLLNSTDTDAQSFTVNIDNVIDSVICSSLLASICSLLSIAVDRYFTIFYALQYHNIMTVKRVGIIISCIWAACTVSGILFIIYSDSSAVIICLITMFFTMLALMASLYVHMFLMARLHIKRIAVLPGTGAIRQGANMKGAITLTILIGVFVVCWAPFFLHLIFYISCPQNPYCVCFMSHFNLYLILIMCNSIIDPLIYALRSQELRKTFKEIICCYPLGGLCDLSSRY
N-glyco inh = blocks N-linked glycosylation in D54 reporter cells; reporter increase, % at 12.5 µM; hit rate 0.23% among 360,000; D54 ERlucT glycosylation luciferase reporter, 24 h; percent of 100 nM tunicamycin response;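 active = mean luciferase reporter signal, scaled so untreated is 0 and the glycosylation-blocking control 100, at or above a set limit in every replicate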;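 note: luciferase carries N-glycosylation sites so blocking glycosylation raises the light; 0% = median of neutral control wells and 100% = median of 100 nM tunicamycin wells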
CaV13 FRET inh = Disruptors of the CACNA1D IQ motif to Ca2+-dependent inactivation inhibitor domain association, primary screening, Förster resonance energy transfer in intact living …. HEK cells, CFP/YFP FRET ICDI-IQ, plate reader, 10 min; percent FRET-ratio fall versus neutral wells. inhibition, % at 12.3 µM. hit rate 0.098% among 340,000;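 active = mean replicate inhibition of at least 30% and at least 1% of replicates passing that level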;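 note: 0% = median of the neutral control wells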
Cardio protect = protects H9c2 cardiomyocytes from peroxide injury; H2O2 injury protection, ATPLite, 2 h; protection from H2O2 cell death, % at 20 µM; hit rate 0.63% among 360,000; AID 588492;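 active = compounds giving at least 50% protection of heart cells from peroxide-induced death in the single-dose screen, raw or plate-pattern-corrected value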;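 note: 0% = DMSO wells with peroxide and 100% = DMSO wells without peroxide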
Vif inh = inhibitors of HIV Vif | HEK293T cells, Vif self-association by quenched fluorescence, imaging, 24 h | inhibition, % at 7.49 µM | hit rate 0.35% among 340,000 | AID 602346; in the data active = inhibition above about 50%, passing the limit was not always enough; note: some results filed as inactive read as strong as hits
MC4R antagonist = human MC4R antagonism in cAMP assay | P32245 | AID 540295 | hit rate 0.48% among 360,000 | inhibition, % at 6.5 µM | MC4R-expressing cells, MTII-stimulated cAMP, LANCE TR-FRET;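 active = inhibition above its plate's cutoff, the mean of tested wells on that plate plus 3 SD, cut at about 29% in these data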;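 note: 0% = Melanotan II alone and 100% = Melanotan II plus saturating MCL0020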
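Test system: U2OS cells stably expressing human melanocortin 4 receptor (MC4R); also added: Melanotan II challenge; compound: 6.5 µM single dose; timing: 30-min compound preincubation, 1-h Melanotan II challenge, 1-h detection, room temperature; signal: Eu-cAMP/anti-cAMP TR-FRET, emission 671 nm; repeats: one well per compound, no replicates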
PDI inh = blocks human protein disulfide isomerase activity. inhibition, % at 10 µM. P07237. AID 588391. PDI insulin aggregation turbidity, A650, 90 min. hit rate 0.052% among 350,000;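 active = mean inhibition across replicates of 30% or more, whatever share of single replicates reach that level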;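 note: absorbance from insulin aggregation driven by PDI reduction with DTT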
An asterisk follows results filed as active; . = no result given.

Sample of the layout (5 entries):
SMILES	HTR2A ag	ABCB6 inh MLPCN	aDG glyco act	MC4R ag barr	N-glyco inh	CaV13 FRET inh	Cardio protect	Vif inh	MC4R antagonist	PDI inh
N#Cc1c(NCCO)ccc([N+](=O)[O-])c1NCCO	6	98	-0.2	-1.1	1	-4	3	6	-2	-5
COc1ccc(NS(=O)(=O)c2cc(NS(=O)(=O)c3cc(C(=O)O)ccc3OC)ccc2C)cc1	-2	98	0.9	0.0	3	-6	-1	4	5	1
CC(=O)NCc1cccc(CNC(C)=O)n1	-2	96	-0.2	0.1	2	-4	4	7	2	-12
O=C(CN1CCc2ccccc2C1)Nc1cc(S(=O)(=O)N2CCOCC2)ccc1N1CCCC1	0	101	-0.1	-1.8	-1	-5	9	4	-1	12
CCOc1ccc(S(=O)(=O)Nc2ccc(C(=O)NCC(c3ccc(OC)cc3)N3CCOCC3)cc2)cc1 (configuration not stated)	3	98	0.2	-0.6	-1	-2	3	-10	7	2

Results (from the top)
SMILES	HTR2A ag	ABCB6 inh MLPCN	aDG glyco act	MC4R ag barr	N-glyco inh	CaV13 FRET inh	Cardio protect	Vif inh	MC4R antagonist	PDI inh
N#Cc1c(NCCO)ccc([N+](=O)[O-])c1NCCO	6	98	-0.2	-1.1	1	-4	3	6	-2	-5
COc1ccc(NS(=O)(=O)c2cc(NS(=O)(=O)c3cc(C(=O)O)ccc3OC)ccc2C)cc1	-2	98	0.9	0.0	3	-6	-1	4	5	1
CC(=O)NCc1cccc(CNC(C)=O)n1	-2	96	-0.2	0.1	2	-4	4	7	2	-12
O=C(CN1CCc2ccccc2C1)Nc1cc(S(=O)(=O)N2CCOCC2)ccc1N1CCCC1	0	101	-0.1	-1.8	-1	-5	9	4	-1	12
CCOc1ccc(S(=O)(=O)Nc2ccc(C(=O)NCC(c3ccc(OC)cc3)N3CCOCC3)cc2)cc1 (configuration not stated)	3	98	0.2	-0.6	-1	-2	3	-10	7	2
O=[N+]([O-])c1cc(S(=O)(=O)N2CCCC2)ccc1SCCO	3	93	0.0	3.0	0	-2	5	13	0	-5
COc1cc2c(cc1OC)C(c1ccc([N+](=O)[O-])cc1)N(C(C)=O)CC2 (configuration not stated)	2	99	0.1	-2.1	6	1	18	5	-3	-1
CCS(=O)(=O)Nc1ccccc1C(N)=O	1	94	-0.3	0.5	1	-1	-7	3	12	-4
CCn1cc(C(=O)N2CCN(c3ccccc3)CC2)c(=O)c2cc(S(=O)(=O)N3CCOCC3)ccc21	-6	94	0.1	2.6	2	-15	1	-6	-1	15
COc1ccc(NC(=S)NCc2ccccc2)c(OC)c1	6	98	-0.2	-0.6	-2	-15	-4	0	-1	2
CN(CC(=O)Nc1ccccc1Cl)C(=O)COC(=O)c1ccc(-c2ccc(O)cc2)cc1	-9	99	-0.1	-0.7	0	-5	-10	0	18	13
O=C(Nc1ccc(Oc2cccc3ccccc23)cc1)c1ccco1	-3	97	1.1	0.1	-11	-2	-20	-12	9	7
S=c1[nH]c(-c2ccc(Cl)cc2)cs1	6	98	0.4	-3.2	5	-2	-7	-1	-1	1
COC(=O)c1cc2c(s1)-c1cc(F)ccc1OC2	1	97	0.0	3.3	3	-17	-3	2	-7	1
CCOC(=O)[C@]12CCC=C1N(Cc1ccccc1)C(=O)[C@H](CC(=O)NCCc1ccccc1OC)C2	-3	97	0.2	.	.	-8	.	.	.	.
N#Cc1c(NC(=O)CCC(=O)O)sc2c1CCCCC2	8	102	-0.2	3.4	2	0	0	0	19	-2
CCCCn1c(=N)n(CC(O)COc2ccc(C)cc2)c2ccccc21 (configuration not stated)	-8	97	4.0	3.8	-1	-7	-18	-7	-3	-3
O=C(C[C@H]1C/C=C\CCC(=O)OC[C@H]2CCCN2C1=O)NCCO	20*	102	0.0	-1.6	2	-5	6	4	-1	1
CCOc1ccc(NC(=O)CN(C)S(=O)(=O)c2ccc3c(c2)CCC(=O)N3)cc1	0	100	-0.1	3.3	0	-6	1	0	23	1
O=C(Cn1nc(C(F)(F)F)c2c1CCC2)Nc1ccccc1C(F)(F)F	-4	86	-0.1	0.6	-2	-1	4	11	-4	2
CCOC(=O)c1sc(NC(=O)CN2CCN(c3ccccc3)CC2)nc1C	-5	101	0.2	-0.9	-2	-3	-1	-2	9	-4
Cc1ccc(OCC(=O)Nc2c[nH]c(=O)[nH]c2=O)cc1C	6	100	-0.3	-2.0	0	3	8	11	2	0
COCCNS(=O)(=O)c1cccn1-c1ncc(C(F)(F)F)cc1Cl	1	92	0.0	-0.9	0	-4	-3	-7	7	-13
NC(=O)Cn1cc(C(=O)C(=O)N2CCOCC2)c2ccccc21	9	93	0.1	-1.9	1	-3	9	6	16	-40
CCOc1ccc(-c2n[nH]c(=S)c3ccccc23)cc1	3	99	0.3	1.7	-3	-20	-6	-2	-2	-3
CC(C)CCNC(=O)C(Cc1ccccc1)NS(=O)(=O)c1ccc2c(c1)c(=O)n(C)c(=O)n2C (configuration not stated)	-3	104	0.1	0.5	-1	-7	12	12	7	-9
O=C(Cn1cc[n+](CC(=O)c2ccccc2)c1)c1ccccc1	-5	90	-0.1	-0.7	-1	-4	-8	4	7	0
O=C(Nc1ccccc1N1CCOCC1)c1ccc2c(c1)OCO2	0	102	-0.1	0.3	2	-1	-2	-3	12	5
N#Cc1ccccc1OCC(=O)Nc1ccc2c(c1)OCCCO2	-6	92	-0.1	1.3	-3	-5	10	-2	-2	5
COc1cccc(C(=O)COC(=O)c2ccc(NC(=O)c3ccccc3)cc2)c1	-1	102	0.2	8.7*	1	-4	4	2	0	-3
O=[N+]([O-])c1ccc(N2CCN(S(=O)(=O)c3ccccc3)CC2)cc1NCc1cccnc1	-3	91	0.0	-2.7	-2	-1	14	4	8	-7
CCc1c(C#N)c(SCCC(=O)Nc2cccc(OC)c2)nc2c1C(=O)CC(C)(C)C2	-1	75	0.5	0.4	-2	-5	8	-2	5	0
O=C(N[C@H]1C/C=C\C(c2ccc(F)cc2)N(Cc2ccccc2)C(=O)C1)OCC1c2ccccc2-c2ccccc21 (some centres not stated)	-7	97	0.3	-0.1	-9	-6	-6	0	3	-1
COc1cccc(C2=CC(=O)C[C@H](c3ccc(Cl)cc3)C2)c1OC	1	96	0.3	0.6	-5	-10	6	2	8	-6
COc1ccccc1N1CCN(c2ncnc3nc[nH]c23)CC1	5	97	0.1	0.2	-2	-5	21	-2	3	20
CCS(=O)(=O)N1N=C(c2ccccc2)CC1c1ccc2nccnc2c1 (configuration not stated)	2	96	-0.1	0.8	-1	-6	-6	-2	4	-4
CCOC(=O)c1[nH]c(C)c(C(=O)NCCCOC(C)C)c1C	-3	100	-0.1	-1.3	-1	-8	-2	4	-2	16
CCOC(=O)c1cnc2ccc(OC)cc2c1Nc1ccc(N2CCN(C)CC2)cc1	-5	86	0.0	-1.9	3	-3	4	-5	17	2
COCCCNCCCCOc1ccc(Br)cc1Cl	-3	103	2.2	-1.4	2	-2	23	-18	3	-2
Cc1ccc(S(=O)(=O)N2CCSC2c2ccco2)cc1 (configuration not stated)	-3	98	0.2	-0.9	0	-5	3	-2	5	2
COc1ccc(NC(=O)C2CC(=O)N(CCc3ccc(Cl)cc3)C2)cc1 (configuration not stated)	0	95	0.0	-0.7	0	-5	-1	3	1	0
COc1cccc(/C=N\n2c(C)nnc2C)c1OC	-6	114	0.2	-1.6	4	.	3	-2	3	-3
CC1CN(C(=O)COC(=O)c2cc3ccccc3cc2O)CC(C)O1 (configuration not stated)	1	103	0.3	-0.8	1	-5	2	0	1	-1
Nc1ccc(-c2nc(-c3ccccc3)nc3ccccc23)cc1	3	98	0.6	1.7	-1	-17	-2	-5	5	2
CCOc1ccc(NC(=O)CCSc2nc3c(c(CC)c2C#N)C(=O)CC(C)(C)C3)cc1	-5	91	0.5	0.3	-3	-5	10	1	2	-4
COC(CNC(=O)c1ccc2c(c1)nc(C)n2-c1cccc(C)c1)OC	-4	99	0.0	-1.6	-3	-3	4	-4	-1	6
CC(C)Oc1ccccc1/C=N/NC(=O)c1ccc(F)cc1	1	99	-0.2	4.0	0	-2	3	8	-4	-10
CCc1nc2ccc(C(=O)NCCCN(C)C)cn2c1N(C)Cc1ccc(OC)cc1	3	97	-0.3	-3.1	-2	-5	2	2	-2	8
CCCC#Cc1ccc2c(c1)O[C@@H](CN(C)Cc1ccc3c(c1)OCO3)[C@H](C)CN([C@@H](C)CO)S2(=O)=O	-2	99	-0.1	-2.3	-8	-6	-3	-2	5	-11
COC(=O)COc1ccc(-c2nccc(-c3ccccn3)n2)cc1	4	93	0.0	-0.7	1	-6	4	-5	3	2
CCC(=O)Oc1ccc(C(=O)Nc2c[nH]c(=O)[nH]c2=O)cc1	4	95	0.1	-1.7	3	-5	13	-3	-15	22
COc1cccc(NC(=O)Cn2c(=O)c3c(ncn3Cc3ccccc3)n(Cc3ccccc3)c2=O)c1	-9	100	0.3	-0.8	-2	-4	19	-1	-2	9
NS(=O)(=O)c1ccc(CNC(=O)c2cccc(S(=O)(=O)N3CCc4ccccc43)c2)cc1	-12	100	0.0	-0.8	-5	-5	-16	-1	1	-13
O=C(CCCCl)NC(=S)Nc1ccc(CN2CCOCC2)cc1	-1	95	-0.1	-2.3	0	-5	-2	-1	11	3
COC(=O)c1ccc(Cn2nc(-c3ccc(C)c(C)c3)ccc2=O)cc1	-3	101	-0.1	1.2	-1	-3	-10	-12	-1	-4
CCOc1ccc(C2c3cc(OC)c(OC)cc3CC(=O)N2c2ccccc2)cc1 (configuration not stated)	-4	100	0.1	0.3	-1	-11	0	6	-4	7
O=C(Cn1c(=O)oc2cc(S(=O)(=O)N3CCCC3)ccc21)NC1CCCc2ccccc21 (configuration not stated)	0	99	4.3	-0.7	-4	-6	24	24	5	3
CCOC(=O)[C@]12CCC=C1N(Cc1ccco1)C(=O)[C@H](CC(=O)NCc1cccs1)C2	-1	100	0.3	.	.	-5	.	.	.	.

Looked up by structure from above (2):
SMILES	HTR2A ag	ABCB6 inh MLPCN	aDG glyco act	MC4R ag barr	N-glyco inh	CaV13 FRET inh	Cardio protect	Vif inh	MC4R antagonist	PDI inh
CCc1nc2ccc(C(=O)NCCCN(C)C)cn2c1N(C)Cc1ccc(OC)cc1	3	97	-0.3	-3.1	-2	-5	2	2	-2	8
O=C(CCCCl)NC(=S)Nc1ccc(CN2CCOCC2)cc1	-1	95	-0.1	-2.3	0	-5	-2	-1	11	3
